Screens from PubChem.
All columns: NCI-60 one-dose screen, growth in % after 48 h at 10 µM unless noted; 100 = growth as untreated, 0 = no growth, -100 = all killed.
MDA-MB-231: MDA-MB-231 breast cancer | AID 1794789 | actives 5% (n = 81,000)
SR: SR leukemia cells; actives 8.7% (n = 73,000); AID 1794780
RPMI-8226: RPMI-8226 leukemia cells; actives 7.5% (n = 77,000); AID 1794781
MOLT-4: MOLT-4 leukemia cells | actives 6.9% (n = 80,000) | AID 1794779
MDA-MB-468: MDA-MB-468 breast cancer | actives 8.5% (n = 78,000)
K-562: K-562 leukemia | actives 7.4% (n = 78,000) | AID 1794777
CCRF-CEM: CCRF-CEM leukemia; actives 7% (n = 77,000); AID 1794778
MCF7: MCF7 breast cancer; actives 6.3% (n = 82,000); AID 1794796
Starred values were filed as active, the others as inactive; / = no result given; & = joins results of further samples. The calls were made as follows: active = growth percent below 10; inactive = the rest.

SMILES	MDA-MB-231	SR	RPMI-8226	MOLT-4	MDA-MB-468	K-562	CCRF-CEM	MCF7
O=C(OCC(O)C(O)C(O)C(SCc1ccccc1)SCc1ccccc1)c1ccccc1 (configuration not stated)	93.4	95.3	/	90.4	114.8	89.5	93.7	96.3
O=C(O)CCCCOc1ccc([N+](=O)[O-])cc1Cl	107.1	126.5	108.5	116.7	121.8	109.2	109.6	95.5
C/C=C/C(=O)OC/C=C(\C)CCC=C(C)C	104.6	78.4	87.3	94.9	111.2	95.6	83.1	101.0
O=C1CSC(=S)N1/N=C/c1ccc(Cl)s1	99.4	98.2	97.4	102.0	105.2	105.2	98.6	101.3
Cc1[nH]nc2ccc3nc(-c4ccc5[nH]ncc5c4)c4c(c3c12)CCCC4	42.6	1.1*	13.0	3.9*	-6.7*	14.3	16.8	28.0
CCNCCNc1cc(-c2ccc(C(=O)OC)cc2)c(C#N)c2nc3ccccc3n12	0.2*	-7.5*	20.8	28.3	31.4	2.6*	-3.9*	53.8
Clc1ccc(CSc2ncnc(SCc3ccc(Cl)cc3Cl)c2Br)c(Cl)c1	97.9	110.9	111.4	115.9	100.3	113.1	99.0	97.9
Cc1nnc(-c2ccccc2)o1	102.6	113.5	103.1	123.9	104.6	130.9	97.4	103.7
C#CC(C(C)C)N(CCO)CCCC (configuration not stated)	113.1	100.6	101.1	106.7	102.7	102.2	95.6	93.9
CC1CCc2c(sc3nc(Nc4ccccc4)n(N)c(=O)c23)C1 (configuration not stated)	96.8	70.0	106.2	88.8	104.5	79.4	87.2	89.4
Clc1cccc(Cl)c1/C=C/c1cc(/C=C/c2c(Cl)cccc2Cl)[nH]n1	13.1	24.7	21.8	/	12.4	12.0	/	20.9
Cc1ccc2[nH]c(=O)c3c(c2c1)Oc1ncn2nc(C)nc2c1C3c1ccc(Cl)cc1 (configuration not stated)	78.6	90.1	69.3	89.2	99.8	84.4	90.9	85.7
CCCCSc1nc(NC2CC2)c(C#N)c(-c2ccc(OC)cc2)n1	75.5	97.5	92.6	102.2	138.4	84.9	97.7	103.0
CCOC(=O)C/C(C)=N\O	105.0	104.3	104.1	95.2	98.2	94.4	/	101.0
O=C(O)c1ccc(-n2cc(/C=N/Nc3ccc(Cl)cc3)c(-c3ccc(F)c(F)c3)n2)cc1	93.0	68.9	24.0	37.6	83.2	7.7*	32.3	46.5

Next section, overlapping the part above by 5 compounds.
SMILES	MDA-MB-231	SR	RPMI-8226	MOLT-4	MDA-MB-468	K-562	CCRF-CEM	MCF7
Clc1cccc(Cl)c1/C=C/c1cc(/C=C/c2c(Cl)cccc2Cl)[nH]n1	13.1	24.7	21.8	/	12.4	12.0	/	20.9
Cc1ccc2[nH]c(=O)c3c(c2c1)Oc1ncn2nc(C)nc2c1C3c1ccc(Cl)cc1 (configuration not stated)	78.6	90.1	69.3	89.2	99.8	84.4	90.9	85.7
CCCCSc1nc(NC2CC2)c(C#N)c(-c2ccc(OC)cc2)n1	75.5	97.5	92.6	102.2	138.4	84.9	97.7	103.0
CCOC(=O)C/C(C)=N\O	105.0	104.3	104.1	95.2	98.2	94.4	/	101.0
O=C(O)c1ccc(-n2cc(/C=N/Nc3ccc(Cl)cc3)c(-c3ccc(F)c(F)c3)n2)cc1	93.0	68.9	24.0	37.6	83.2	7.7*	32.3	46.5
CCOc1ccc(C(=O)Nc2ncc(Cc3ccc(F)cc3)s2)cc1	36.0	19.6	25.5	18.7	31.9	10.0*	17.3	19.1
CCCS(=O)(=O)Nc1cc(-c2cc(C#CCN3CCN(C)CC3)cnc2N)cc(F)c1OC	107.2	99.4	102.4	115.4	92.6	109.6	113.9	97.0
CCSc1nc(-c2ccc(OCc3ccccc3)cc2)c(C#N)c(=O)[nH]1	89.4	51.7	68.1	79.5	95.7	72.0	69.2	84.9
CCOc1ccc(/C=C(/C#N)C(N)=O)cc1	94.9	80.8	103.5	81.8	97.7	59.6	104.3	98.3
Cc1ccc(Nc2nc(N)nc(C(Cl)(Cl)Cl)n2)c(O)c1	85.4	72.5	90.6	90.3	/	87.2	97.2	82.2
O=S(=O)(NCCCNc1cc(-c2cn(-c3ccccc3)nc2-c2cccc(O)c2)ccn1)c1cccc2ccccc12	4.3*	13.9	7.9*	13.6	-18.4*	1.4*	26.0	15.8
CCCC/C(=N\N=C(N)N)c1ccc(F)cc1	59.3	/	36.0	32.4	-12.3*	10.4	26.3	13.1
O=C(O)c1c2c(nc3ccccc13)CCCC2	118.8	95.2	115.0	94.4	104.2	94.8	/	96.4
COc1ccc2nc(-c3nnc(-c4ccccc4)o3)c(Cl)nc2c1	109.7	106.7	107.5	117.6	93.9	107.7	101.7	87.8
C=CCN1C(=O)/C(=N\c2nnc(-c3ccc(Cl)cc3)s2)c2ccccc21	87.2	64.1	88.5	87.4	97.4	90.4	102.1	77.0
COC(=O)c1cccc2c(C(=O)O)cc(-c3ccccc3)nc12	101.3	108.6	94.2	97.4	103.0	96.8	95.8	99.7
Cc1ccc(C)c2c1CCCC2=O	139.8	111.6	107.0	93.4	/	97.7	114.0	93.7
Cn1nc(C(C)(C)C)cc1NC(=O)Cc1ccc(/C=C2\C(=O)Nc3ccccc32)cc1	66.4	34.9	28.7	6.1*	20.0	22.3	35.8	19.2
O=c1oc2ccc(Cl)cc2cc1-c1cs/c(=N/N=C\c2ccc(Cl)cc2)n1/N=C/c1ccc(Cl)cc1	100.6	83.4	103.1	93.8	113.9	/	103.7	95.7
CCN1C(=O)N(CC)C2C1NN=c1s/c(=C\c3cccnc3)c(=O)n12 (configuration not stated)	46.5	15.1	47.5	26.5	23.3	9.6*	14.1	21.7

Reprinted at random: five entries already listed, in no set order.
SMILES	MDA-MB-231	SR	RPMI-8226	MOLT-4	MDA-MB-468	K-562	CCRF-CEM	MCF7
CCSc1nc(-c2ccc(OCc3ccccc3)cc2)c(C#N)c(=O)[nH]1	89.4	51.7	68.1	79.5	95.7	72.0	69.2	84.9
Cc1ccc(C)c2c1CCCC2=O	139.8	111.6	107.0	93.4	/	97.7	114.0	93.7
CCOc1ccc(/C=C(/C#N)C(N)=O)cc1	94.9	80.8	103.5	81.8	97.7	59.6	104.3	98.3
CCCS(=O)(=O)Nc1cc(-c2cc(C#CCN3CCN(C)CC3)cnc2N)cc(F)c1OC	107.2	99.4	102.4	115.4	92.6	109.6	113.9	97.0
O=S(=O)(NCCCNc1cc(-c2cn(-c3ccccc3)nc2-c2cccc(O)c2)ccn1)c1cccc2ccccc12	4.3*	13.9	7.9*	13.6	-18.4*	1.4*	26.0	15.8

Next part.
SMILES	MDA-MB-231	SR	RPMI-8226	MOLT-4	MDA-MB-468	K-562	CCRF-CEM	MCF7
O=C(NCCNc1nccc(-n2ccc3cccnc32)n1)c1ccc(Cl)cc1	103.6	105.7	/	102.5	108.4	94.5	103.4	104.3
CCCCN(CCCC)CC(O)Cc1ccc(OCC)cc1 (configuration not stated)	103.6	96.6	92.5	70.2	104.8	95.7	85.6	98.2
CC(=O)Cc1nsc(NC(=O)c2cc(-c3cc(Cl)cc(Cl)c3)oc2C)n1	103.7	98.3	93.5	96.7	97.6	100.5	102.7	97.4
COc1ccc(N2CCN(C3=C(Cl)C(=O)C(C)=C(C)C3=O)CC2)cc1	88.2	78.6	89.4	53.7	74.1	83.1	26.1	92.1
CCCCCc1ccc(S(=O)(=O)Nc2ccc3nc(NC(C)=O)oc3c2)cc1	83.4	83.0	73.5	74.4	40.7	80.0	86.0	74.3
NC(=S)N1N=C(c2ccc(Cl)cc2)CC1c1cc2ccccc2[nH]c1=O (configuration not stated)	109.4	82.4	/	72.5	111.0	111.9	/	95.5
COc1ccc(/C=N/n2c(-c3cc(F)c(Cl)cc3Cl)n[nH]c2=S)cc1	98.5	100.5	97.2	188.0	/	83.6	34.0	88.9
CCSc1nnc(NC(=O)CCNS(=O)(=O)c2ccc(C)cc2)s1	107.7	91.3	86.9	64.9	/	93.6	102.0	97.5
O=c1[nH]nc(CSc2ccccn2)c2ccccc12	110.1	93.8	101.3	101.0	65.8	96.9	121.9	92.0
CCCOc1nc(-c2ccco2)cc(-c2ccc(Cl)cc2Cl)n1	94.6	86.9	93.6	92.7	99.2	94.4	/	84.8
COc1ccc(Cl)cc1Nc1nc(C(F)(F)F)ccc1C(=O)N/N=C/c1cccnc1	49.3	25.1	32.5	2.0*	/	36.1	13.0	33.3
Nc1cccc([N+](=O)[O-])c1O	90.9	104.3	112.4	109.4	102.4	114.5	106.7	94.2
O=C(Cn1cc(CSc2nc3ccccc3o2)nn1)Nc1ccccc1O	88.8	113.2	109.9	96.0	113.3	94.9	73.6	99.9
O=C(/C=C/C(=O)Nc1ccc(-n2nnc3cc(Cl)c(Cl)cc32)cc1)Nc1ccc(N2N=NC3C=C(Cl)C(Cl)=CC32)cc1 (configuration not stated)	89.9	78.2	91.8	69.1	48.3	79.1	61.8	29.1
NC(=O)c1ccc(Cl)cc1	91.6	101.8	92.9	103.9	93.2	93.4	93.2	100.9
CC(=O)NC(C)(C)C#N	105.9	91.5	105.7	100.2	106.4	102.1	96.8	95.4
CN1CCN(c2ccc3c4c(cccc24)C(=O)N(N2C(=O)c4cccc5cccc(c45)C2=O)C3=O)CC1	101.7	44.1	96.8	92.9	106.2	57.1	67.6	98.0
Cc1cc2c(cc1C)NC(=O)CC(c1ccccc1)=N2	121.6	/	/	97.1	119.9	91.1	93.3	94.3
O=C(O)C1CCCCN1 (configuration not stated)	104.1	97.2	/	104.9	103.1	101.0	118.9	106.6
Clc1cccc(Cl)c1/C=C/c1cc(/C=C/c2ccccc2)c2ccccc2n1	/	83.2	104.8	83.9	97.6	95.3	82.5	86.2
O=C(c1ccc(O)c(Br)c1)c1ccc(O)c(Br)c1	100.5	/	99.5	/	106.4	/	109.5	116.7
Oc1ccc2n[nH]nc2c1	120.5	90.1	104.2	96.1	114.1	88.6	98.9	100.1
CN1CCc2c(sc3ncnc(N/N=C/c4ccc([N+](=O)[O-])cc4)c23)C1	74.1	19.3	71.2	63.3	48.6	51.7	46.6	39.6
N#Cc1cccc(-c2ccc3c(c2)NC(=O)/C3=C\c2ccc[nH]2)c1	33.5	3.9*	54.1	68.2	-20.1*	18.8	69.7	10.1
COc1ccc(C(=O)c2sc3nc(-c4cc(OC)ccc4OC)cc(-c4ccc(OC)cc4)c3c2N)cc1	80.9	75.4	/	90.6	112.9	99.6	/	84.5
CS(=O)(=O)c1ccc(-c2cnc(N)c(-c3ccc(C(F)(F)F)nc3)n2)cc1	106.6	/	105.9	/	109.7	/	106.7	99.7
COc1ccc(OC/C=C\Cl)cc1	94.6	100.6	66.5	109.7	111.8	108.5	77.9	104.4
NC(=NCCCC(NC(=O)OCc1ccccc1)C(=O)NC(Cc1ccccc1)C(=O)OCc1ccccc1)NC(=O)OCc1ccccc1 (configuration not stated)	84.6	105.0	100.2	109.0	95.0	136.4	108.4	103.8
Cc1ccc(/C(=N\c2sc(-c3ccccc3)nc2-c2ccccc2)N2CCN(c3ccccc3F)CC2)cc1	98.0	100.1	95.4	98.6	88.6	86.9	95.1	87.1
Cc1ccnc2ccc(O)cc12	101.0	106.5	102.0	110.2	95.3	115.5	106.8	97.5

Just RPMI-8226 and MOLT-4 (two entries from above):
Compound,RPMI-8226,MOLT-4
COc1ccc(N2CCN(C3=C(Cl)C(=O)C(C)=C(C)C3=O)CC2)cc1,89.4,53.7
CCCCCc1ccc(S(=O)(=O)Nc2ccc3nc(NC(C)=O)oc3c2)cc1,73.5,74.4

Next results
SMILES	MDA-MB-231	SR	RPMI-8226	MOLT-4	MDA-MB-468	K-562	CCRF-CEM	MCF7
Nc1ccc(C2c3ccccc3Oc3ccccc32)cc1	103.6	97.8	94.0	83.0	/	82.3	94.8	104.3
O=c1[nH]c(=S)[nH]cc1Oc1ccc(Cl)cc1	98.9&102.7	95.2&100.3	102.9	94.5&108.8	115.0&116.4	100.1	99.4&97.0	100.1&97.4
Nc1nc(N)nc(Cn2c(-c3nonc3N)nc3ccccc32)n1	102.5	/	95.0	102.0	103.0	98.4	99.8	92.2
CCOc1ccc(-n2nc(C(=O)Nc3ccc(F)c(F)c3)nc2-c2cc(OC)c(OC)c(OC)c2)cc1	63.1	64.0	12.3	50.0	98.6	/	44.1	78.8
CSc1nc(=O)n(Cc2ccc(F)cc2)c(=O)n1Cc1ccc(Cl)cc1	89.0	69.4	90.6	83.2	103.7	89.8	84.6	89.0
COc1cc(/C=C2\CC/C(=C\c3cc(CN4CCCCC4)c(O)c(OC)c3)C2=O)cc(CN2CCCCC2)c1O	95.5	56.2	72.6	79.5	118.9	61.4	94.9	88.5
[O-][n+]1onc(C23CC4CC(CC(C4)C2)C3)c1SCc1ccccc1	84.9	/	108.4	/	98.2	/	100.8	90.8
